Assay outcomes: PubChem BioAssay, National Center for Advancing Translational Sciences (NCATS)
GAA spleen mod = inhibitors or activators of human alpha-glucosidase in spleen homogenate; P10253; human spleen homogenate, 4-MU-alpha-glucoside fluorescence; 240,000 tested, 0.006% active; Potency, µM (series often up to 79.9 µM), for the others: at the top dose activity change, negative = inhibition, usual class: inhibitors;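 note: 0% = enzyme with vehicle and -100% = no enzyme basal signal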
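AC50 values come from Hill-equation fits of concentration-response data, normalized to no-enzyme and full-activity controls. Enzyme source: 1 ug human spleen homogenate; 1 mM fluorogenic 4-MU glucoside, pH 5.0 citrate buffer, 37 C, 40 min.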
HTT cytoprotect = cytoprotection in Huntington HTT-Q103 PC12 cell model; PC12 HTT-Q103 induced, cytoprotection, ATP luminescence, 40 h; Potency, µM (series often up to 56.4 µM), for the others: cytoprotection (ATP increase), actives largely listed as activators; 230,000 tested, 0.14% active; AID 1471;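 note: % of control where 0% means no effect; nearly all actives have a fitted effect of over 45% in size; toxic huntingtin expression switched on by the ecdysone agonist tebufenozide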
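Rat PC12, Q103 Htt exon1-GFP fusion, ecdysone promoter; tebufenozide inducer 100 nM final; compound titration; qHTS, 1500 cells/well; ATPlite luminescent read.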
IMPase Li cell = IMPase inhibition in cells with lithium potentiation | AID 1457 | CHO-M1 cells, IP1 TR-FRET (IP-One), carbachol + lithium | Potency, µM (top dose mostly 59.4 µM), without a hit: at the highest dose activity, negative = IMPase inhibition, most hits filed as inhibitors | 210,000 tested, 0.35% active;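 note: IP1 builds up when IMPase is blocked and the TR-FRET signal falls; plate controls were basal vehicle for no effect and high inhibitor control for full effect; nearly all actives have a fitted effect of over 50% in size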
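Lithium-sensitised IP1 accumulation assay; M1-expressing CHO cells treated 30 min at 37C with compound. Competitive antibody detection by time-resolved FRET followed a 10 min room-temperature lysis step.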
GAA glycogen mod = inhibitors or activators of human alpha-glucosidase glycogen cleavage | Potency, µM (highest dose often 76.4 µM), without a hit: top-dose activity change, negative = inhibition, most hits filed as inhibitors | P10253 | AID 2100 | 300,000 tested, 0.38% active | recombinant GAA, glycogen substrate, Amplex Red glucose oxidase fluorescence;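 note: 0% = full enzyme reaction and -100% = no-enzyme basal signal; the screen sought inhibitors and activators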
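Recombinant human alpha-glucosidase (4 nM final) hydrolysed bovine liver glycogen (30 ug) for 40 min at 37 C in pH 5.0 citrate/phosphate with 0.01% Tween-20. Released glucose detected by glucose oxidase/Amplex Red, Ex 573/Em 610 nm. Compounds up to 77 uM; AC50 from Hill fits.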
GAA inh = alpha-glucosidase (human) inhibition; purified human GAA, 4-MU-alpha-glucoside fluorescence; AID 1466; P10253; 200,000 tested, 0.005% active; Potency, µM (doses to about 76.9 µM), inactives show top-dose activity change, negative = inhibition, usual class: inhibitors;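 note: plate controls were uninhibited enzyme wells for no effect and no-enzyme background for full effect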
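Human enzyme at 4 nM with 400 uM 4-methylumbelliferyl-alpha-D-pyranoside, citrate/phosphate buffer pH 5.0, 0.005% Tween-20, 20 min at room temperature. Compounds up to 77 uM. 4-MU fluorescence (Ex 365/Em 440) read after NaOH/glycine stop; AC50 from Hill fit.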
RGS12 GoLoco inh = RGS12 GoLoco-Gai1 interaction inhibition; AID 880; Potency, µM (titrated, usually from 61.6 µM), inactives show at the top dose activity, negative = inhibition, hits mostly inhibitors; Gai1:RGS12 GoLoco peptide FP, rhodamine, 10 min; 230,000 tested, 0.44% active; P63096; active = well fitted inhibition curve with a large enough effect, not every such curve was filed as active; inactive = no such curve, though single readings can be large or run the other way; note: % is set by controls: 0 for no effect and ±100 for the full control effect; nearly all actives have a fitted effect of over 30% in size; many of its hits are not listed in these tables
Target sequence (P63096 whole entry, looked up): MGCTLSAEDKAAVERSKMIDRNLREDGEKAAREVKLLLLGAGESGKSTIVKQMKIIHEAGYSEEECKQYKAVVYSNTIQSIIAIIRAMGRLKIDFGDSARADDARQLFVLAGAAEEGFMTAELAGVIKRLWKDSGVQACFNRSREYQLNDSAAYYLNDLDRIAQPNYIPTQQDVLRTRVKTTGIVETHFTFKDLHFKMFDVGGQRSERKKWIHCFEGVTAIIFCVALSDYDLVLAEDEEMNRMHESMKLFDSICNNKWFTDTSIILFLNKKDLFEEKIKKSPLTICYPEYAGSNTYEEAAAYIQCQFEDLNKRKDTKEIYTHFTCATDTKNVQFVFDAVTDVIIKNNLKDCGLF
HttQ103 aggreg = reduces HttQ103-GFP aggregates in PC12 cells | Potency, µM (doses to about 46.1 µM), without a hit: at the highest dose activity change, negative = inhibition, actives largely listed as inhibitors | PC12 HttQ103-GFP aggregates, Acumen cytometry, 40 h | 220,000 tested, 1.1% active; note: % is set by controls: 0 for no effect and ±100 for the full control effect; nearly all actives have a fitted effect of over 60% in size
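Compounds (qHTS titration) were added to PC12 cells expressing an ecdysone-driven HTT exon 1 Q103–GFP fusion after induction with 100 nM tebufenozide. Aggregate formation was measured as GFP objects in cell lysates.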
Starred values were filed as active, the others as inactive; ? = inconclusive; . = no result given; & = joins results of further samples; [ ] = another dose, or the depositor's remark. Unless noted, calls come from the whole dose curve; as a rule, active = well fitted curve in the direction sought with a large enough effect; inconclusive = small, poorly fitted or top-dose-only effect, or another doubt; inactive = no such curve, though single readings can be large; an effect the other way counts as inactive or inconclusive. Potency is the fitted concentration of half-maximal effect. The list is partial (hit frequency here may not be typical).

SMILES | GAA spleen mod | HTT cytoprotect | IMPase Li cell | GAA glycogen mod | GAA inh | RGS12 GoLoco inh | HttQ103 aggreg
O=C(O)c1cnc2[nH]c3ccccc3n2c1=O | 2% | -2%[10 µM] | . | 6% | . | 12% | -3%[9.22 µM]
COc1ccc(NC(=S)N2CCC(c3nc4ccccc4[nH]3)CC2)c(OC)c1 | -5% | -3%[10 µM] | 11% | -24% | -1% | -17% | 10%
O=C(/C=C/c1ccco1)N1CCN(S(=O)(=O)c2cccs2)CC1 | -14% | 9%[10 µM] | . | -18% | -6% | 1% | 4%[9.22 µM]
COc1ccc(Cl)cc1NC(=O)CCN1CCN(C)CC1 | 1% | -1% | 26%[38.3 µM] | 6% | -9% | -2% | 18%
CS(=O)(=O)N(CC(=O)O)c1ccc(Oc2ccccc2)cc1 | -1% | -11% | 16%[38.3 µM] | 1% | -6% | 9% | 15%
NNc1ccc(S(=O)(=O)N2CCCCC2)cn1 | -2% | -8%[10 µM] | . | ? | . | -4% | -31%[9.22 µM]
O=C(Nc1cccc2c1C(=O)NC2=O)c1ccc(S(=O)(=O)N2CCCC2)cc1 | 4% | -1% | -1%[38.3 µM] | -5% | -2% | -2% | -20%
COC(=O)[C@H](CCSC)NC(=O)NC1CC1 | 2% | 3%[10 µM] | . | -3% | -16% | 8% | -6%[9.22 µM]
CCn1nc(C(=O)NCc2ccco2)c(Cl)c1Cl | -2% | . | -4% | 3% | 3% | 0% | 15%
COc1ccc(/C(N)=N/OC(=O)c2cccc([N+](=O)[O-])c2)cc1OC | -4% | 10% | 36%[38.3 µM] | 13% | -2% | 6% | 13%
COc1cccc(CN(C)Cc2nc(Cc3ccccc3Cl)no2)c1 | 1% | -7%[10 µM] | 4% | -5% | -8% | 5% | -12%[9.22 µM]
Cc1cccc(NC(=O)C2CCCN2S(=O)(=O)c2ccc3c(c2)n(C)c(=O)c(=O)n3C)c1 (centres undefined) | 1% | . | 3% | -13%[76.3 µM] | -1% | -15% | 18%
COCCNC(=O)/C(C#N)=C/c1ccc(SC)cc1 | 0% | 23%[10 µM] | 6% | -5% | -9% | 5% | 28%
O=C(NS(=O)(=O)c1ccccc1)c1ccccc1O | -14% | -5%[0.074 µM] | 15%[38.3 µM] | 10% | 0% | -8% | -10%
OCCNC(=S)Nc1ccc(Oc2ccccc2)cc1 | -9% | 2%[10 µM] | 2% | ? | 1% | -1% | -12%
O=C(CN1CCN(c2ccccn2)CC1)NCc1cccs1 | -7% | 13%[10 µM] | 5%[38.3 µM] | -3% | 10% | -4% | 2%
COC(=O)C(F)(Sc1c(C)n(C)n(-c2ccccc2)c1=O)C(F)(F)F (centres undefined) | -6% | 16% | 5%[38.3 µM] | 0% | -1% | 2% | -17%
CC[C@H](C)[C@@H](NC(=O)O[C@H]1C(=O)c2ccc(OC)cc2O[C@@H]1c1ccc2c(c1)OCO2)C(=O)OC | 4%&4% | -27% | 10%&9% | . | . | 1%&3% | .
Nc1nc2ccccc2n1C(=O)c1ccc(F)cc1 | -1% | -54%[inhibitor][10 µM] | -6% | -4% | 6% | 15% | -1%[9.22 µM]
Cc1cc(NS(=O)(=O)c2ccc3c(c2)OCCO3)no1 | 0% | -1%[10 µM] | . | -7% | 2% | 0% | -8%[9.22 µM]

Single records, as listed above.
Entry for COc1cccc(CN(C)Cc2nc(Cc3ccccc3Cl)no2)c1 = GAA spleen mod: 1%; HTT cytoprotect: -7%[10 µM]; IMPase Li cell: 4%; GAA glycogen mod: -5%; GAA inh: -8%; RGS12 GoLoco inh: 5%; HttQ103 aggreg: -12%[9.22 µM]
Entry for O=C(CN1CCN(c2ccccn2)CC1)NCc1cccs1 = GAA spleen mod: -7%; HTT cytoprotect: 13%[10 µM]; IMPase Li cell: 5%[38.3 µM]; GAA glycogen mod: -3%; GAA inh: 10%; RGS12 GoLoco inh: -4%; HttQ103 aggreg: 2%

(more compounds)
SMILES | GAA spleen mod | HTT cytoprotect | IMPase Li cell | GAA glycogen mod | GAA inh | RGS12 GoLoco inh | HttQ103 aggreg
O=C1C(C=NC2CC2)=C(O)c2ccccc21 | -2% | 8% | -7%[38.3 µM] | 11% | 3% | 6% | -14%[9.22 µM]
O=c1[nH]nc(SCc2ccccc2Cl)n1-c1ccc2c(c1)OCCO2 | 12% | 20%[10 µM] | . | 3% | . | 10% | 7%[9.22 µM]
CCOC(=O)C1=C(C)NC(=O)NC1c1ccc(OC(=O)c2ccco2)cc1 (centres undefined) | -10% | -7%[10 µM] | 3% | 3% | -10% | 7% | 13%
Cc1ccc(C(=O)Oc2cccc(NC(=O)c3ccco3)c2)cc1S(=O)(=O)N1CCC(C)CC1 | -23% | 13% | 30%[activator][38.3 µM] | -4% | 1% | -9% | 12%[9.22 µM]
CC(C)CNC(=O)CN(C1CCCCC1)S(=O)(=O)c1ccccc1 | 0% | 10% | -5%[38.3 µM] | 1% | 1% | 1% | 4%
Cc1ccc(C(=O)N2CCN(Cc3ccc4c(c3)OCO4)CC2)o1 | 6% | 3% | 14%[38.3 µM] | 6% | 10% | 4% | -7%
COc1ccc(OC)c(Nc2ccc(Nc3cc(OC)ccc3OC)nn2)c1 | -3% | 15%[10 µM] | 11% | -26% | ? | -1% | 19%
O=C(COc1ccc(Br)cc1)N1CCc2ccccc2C1 | -4% | -116%[inhibitor] | 1% | -21% | ? | -5% | -10%
CC(O)CN1CC(O)=C(c2nc3ccccc3s2)C1=N (centres undefined) | -1% | ? | -4% | -2% | 4% | 1% | -12%
CN1CCN(C(=O)CCc2nc3ccccc3n2-c2ccccc2)CC1 | 1% | 0%[10 µM] | 0% | 1% | 3% | -15% | 0%
COCCNc1nc2ccccc2nc1NS(=O)(=O)c1ccc(C)cc1C | 0% | -14% | 24%[38.3 µM] | 3% | ? | -4% | 2%
CCC(C(=O)O)n1nc(-c2ccccc2)c2cc(Cl)ccc21 (centres undefined) | 5% | -15%[10 µM] | -15% | 2% | 1% | 5% | -6%
CCCc1cc(=O)[nH]c(SCc2cc(C(=O)OC)c(C)o2)n1 | -2% | -5% | 12%[38.3 µM] | 3% | -3% | 6% | 8%
CCOC(=O)c1cc(NC(=O)COc2ccc([N+](=O)[O-])cc2)cc(C(=O)OCC)c1 | -1% | -18%[10 µM] | -1% | 14% | -20% | 4% | 3%
C#CC(CO)N(CCN(Cc1ccccc1)C(C#C)CO)Cc1ccccc1 (centres undefined) | -1% | 16% | 31%[38.3 µM] | ? | -8% | 3% | -12%
O=C(/C=C/c1ccccc1)c1ccc(O)cc1O | -9% | -11% | 22% | . | . | -2% | .
NC(=O)C1CCN(c2cc(N3CCOCC3)ccc2[N+](=O)[O-])CC1 | 1% | -32%[inhibitor] | 7% | 6% | 9% | 10% | -10%
CC(NC(=O)c1c(Cl)cnn1C)C1CCCO1 (centres undefined) | 6% | -10%[10 µM] | . | 1% | . | 4% | -21%[9.22 µM]
Cc1cc(C(=O)O)cc(S(=O)(=O)N2CCOCC2)c1C | -4% | -7%[10 µM] | 19%[38.3 µM] | 2% | -9% | 4% | 3%
O=C(NCc1ccccc1Cl)C1CCCN(S(=O)(=O)c2cnc[nH]2)C1 (centres undefined) | 3% | -8% | 0%[38.3 µM] | 4% | 5% | -19% | 5%
Cc1ccc(NC(=O)CN2C(=O)CSC2=O)cc1 | -3% | -2%[1.9 µM] | 9% | 4% | 1% | 12% | -2%
CC[C@@H]1C(c2cccc(Cl)c2)=NN(c2ccccc2)[C@H]1C(=O)N1CCOC1=O | 10% | -32%[inhibitor] | 1% | . | . | 7% | .
Cc1cc(C(F)(F)F)nc(SCCN2CCOCC2)c1C#N | 8% | 34%[10 µM] | 11% | -8% | 9% | 16% | 2%[9.22 µM]
O=C(Nc1c(C(=O)N2CCCCC2)cnn1-c1ccccc1)c1ccccc1 | -1% | -1% | 3%[38.3 µM] | -4% | -1% | 0% | 9%
CN(Cc1ccccc1)C(=O)CSc1nc2cc(C(=O)N3CCC(C(N)=O)CC3)ccc2c(=O)n1-c1ccccc1 | -3% | -19%[10 µM] | . | -2% | . | -2% | -6%[9.22 µM]
COc1ccc2c(c1)C(SCC(=O)NCCc1ccccc1)CC(C)(C)O2 (centres undefined) | 5% | . | 20% | -6% | -7% | -16% | ?
COc1cc(OC)cc(C(=O)NCCN2CCOCC2)c1 | -2% | 10%[10 µM] | 13%[38.3 µM] | -1% | -2% | 0% | 16%
COc1cccc(NC(=O)C(Sc2nnc(Nc3ccccc3C)s2)c2ccccc2)c1 (centres undefined) | 1% | 2%[10 µM] | -1% | -17% | -12% | 12% | -16%
CN(C)Cc1ccccc1-c1ccc2ncnc(NC3CC3)c2c1 | 0% | 14% | 4% | . | . | -4% | .
O=C(N/N=C/c1cccn1-c1ccccc1)c1ccncc1 | 6% | -31% | -1% | -2% | -9% | 7% | -1%
COCCCNC(NC(=O)c1ccc(Br)cc1)C(Cl)(Cl)Cl (centres undefined) | -8% | -2%[10 µM] | . | 6% | 1% | . | ?
COc1ccc(OCC(=O)NNC(=O)C2CCCO2)cc1 (centres undefined) | -3% | 11%[10 µM] | -4% | 4% | 3% | 0% | 2%
CN=C(NC#N)NCCSC[C@H]1N=CN=C1C | 8%[29.1 µM] | 6%[40.3 µM] | -13% | . | . | 4%[21.6 µM] | .
COC(=O)COc1ccc(NC(=O)c2ccco2)cc1 | 7% | -14%[10 µM] | . | 2% | . | -4% | -17%[9.22 µM]
Cc1cccc(C(=O)NNC(=O)c2cccc(C)c2)c1 | -5% | . | -10% | -20% | -1% | -5% | 0%
CCCCC(=O)NC(=S)Nc1cccc(C(=O)O)c1 | 6% | 26%[10 µM] | 2% | -1% | -2% | 8% | 23%[9.22 µM]
Cc1ccc(S(=O)(=O)N2CCOC2CNC(=O)C(=O)NCc2ccco2)cc1 (centres undefined) | 2% | . | -5% | 8% | 6% | 4% | ?
O=C(Nc1cc2c(oc1=O)CCCC2=O)c1cccc(Cl)c1 | -16% | 15% | -1%[38.3 µM] | -1% | -7% | 7% | 15%
Cc1ccc(C(=O)N2C(CC(=O)Nc3ccc(Cl)cc3)C(=O)NC3CCCCC32)cc1 (centres undefined) | -2% | -162%[inhibitor] | 8% | -8% | -4% | 1% | -17%
C[C@H](NC(=O)c1nc[nH]c1C(=O)N[C@@H](C)C(=O)OC(C)(C)C)C(=O)OC(C)(C)C | -2% | 22%[10 µM] | . | 1% | . | 4% | 25%[9.22 µM]
CC(C)CCNC(=O)CN(C(=O)Cn1nnc(-c2ccccc2F)n1)c1cccc2c1CCCC2 | -6% | -75%[inhibitor] | 5%[38.3 µM] | -10% | -2% | 4% | ?
